Bioassay records (PubChem BioAssay)
rTrxR1 inhibitor = inhibitors of rat thioredoxin reductase 1; 390,000 compounds, 1% hits; O89049; recombinant rTrxR1, NADPH fluorescence consumption, selenite substrate; Potency, µM (highest dose often 114 µM), for inactives: at the highest dose activity change, negative = inhibition, most hits filed as inhibitors; further: on the % scale 0 is the no-effect control and ±100 the full control effect; nearly all actives have a fitted effect of over 65% in size
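Rat TrxR1 (90 nM in the dispensed reagent) was pre-reduced with 400 uM NADPH for 5 min at room temperature, then incubated with compound for 15 min. After 400 uM selenite was added, NADPH fluorescence (Ex 340/Em 450 nm) was followed for 8 min.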
Vif-A3F inh = Vif-A3F binding inhibition | HeLa A3F-eYFP + Vif (tagged APOBEC3F with the HIV-1 protein that degrades it), YFP fluorescence increase | Potency, µM (highest dose often 46.1 µM), for the others: at the highest dose activity, negative = active | 390,000 compounds, 0.2% hits | AID 602313; further: % of control where 0% means no effect; nearly all actives have a fitted effect of over 65% in size
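HeLa cells stably expressing A3F-eYFP plus Vif, plated and incubated overnight at 37 deg C, then exposed to compounds overnight at 37 deg C. Blocked degradation read as raised yellow fluorescence (Ex 488/Em 500-530).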
12-LOX inh = blocks human arachidonate 12S-lipoxygenase | P18054 | purified 12hLO, xylenol orange hydroperoxide absorbance | Potency, µM (highest dose often 108 µM), for inactives: at the highest dose activity change, negative = inhibition, actives largely listed as inhibitors | 580,000 compounds, 1.1% hits; further: on the % scale 0 is the no-effect control and ±100 the full control effect
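Purified human 12hLO at 150 nM in 25 mM Hepes, 0.01% Triton X-100, pH 7.0, preincubated 15 min at room temperature with compound. Reaction started with 40 uM arachidonic acid, 30 min at room temperature. Hydroperoxide measured by Fe-xylenol orange, 573/405 nm absorbance ratio.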
TrxR1 substrate = is turned over as a substrate by rat TrxR1; O89049; 390,000 compounds, 0.01% hits; Potency, µM (titrated, usually from 114 µM), without a hit: at the highest dose activity change, negative = substrate turnover; purified TrxR1 substrate turnover, NADPH consumption readout; further: on the % scale 0 is the no-effect control and ±100 the full control effect; nearly all actives have a fitted effect of over 50% in size
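Rat TrxR1, dispensed at 90 nM, was prereduced with 400 uM NADPH (final) for 5 min at ~22 deg C, then incubated with compound 15 min before 400 uM selenite. A first-read NADPH fluorescence drop versus no-compound background flagged substrates.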
IDH1 R132H inh = human IDH1 R132H inhibition. O75874. Potency, µM (series often up to 76.6 µM), for inactives: at the highest dose activity change, negative = inhibition, most hits filed as inhibitors. IDH1-R132H enzyme, NADPH consumption, diaphorase/resazurin fluorescence. 390,000 compounds, 0.093% hits; further: on the % scale 0 is the no-effect control and ±100 the full control effect; nearly all actives have a fitted effect of over 65% in size
Target sequence (O75874 whole entry R132H, stated change not applied): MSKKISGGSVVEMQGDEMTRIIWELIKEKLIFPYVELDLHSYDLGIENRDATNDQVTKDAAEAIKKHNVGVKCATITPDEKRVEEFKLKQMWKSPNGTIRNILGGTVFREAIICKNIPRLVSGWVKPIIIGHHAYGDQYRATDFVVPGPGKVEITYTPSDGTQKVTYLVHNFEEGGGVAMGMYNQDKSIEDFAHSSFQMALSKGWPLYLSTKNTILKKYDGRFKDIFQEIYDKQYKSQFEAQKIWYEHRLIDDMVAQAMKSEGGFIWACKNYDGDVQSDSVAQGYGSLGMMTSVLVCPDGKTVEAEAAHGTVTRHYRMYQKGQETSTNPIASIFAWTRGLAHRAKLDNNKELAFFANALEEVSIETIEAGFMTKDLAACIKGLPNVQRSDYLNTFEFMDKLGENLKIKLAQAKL
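IDH1-R132H (0.5 ug/mL) preincubated 30 min with compound, then NADPH (0.016 mM) and alpha-KG (2 mM) added; 80 min at RT, pH 7.5. Remaining NADPH coupled via diaphorase/resazurin to fluorescence (540/590 nm); concentration-response curves normalized to no-enzyme control.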
RGS4 inhibitor = blocks human RGS4-accelerated GTP hydrolysis. 390,000 compounds, 0.039% hits. Transcreener GDP fluorescence polarization, RGS4-accelerated GTP hydrolysis. Potency, µM (highest dose often 114 µM), without a hit: top-dose activity change, negative = inhibition, usual class: inhibitors. P49798; further: on the % scale 0 is the no-effect control and ±100 the full control effect; nearly all actives have a fitted effect of over 75% in size; some results filed as inactive show a strong effect at the top dose
Target sequence (P49798 whole entry, looked up): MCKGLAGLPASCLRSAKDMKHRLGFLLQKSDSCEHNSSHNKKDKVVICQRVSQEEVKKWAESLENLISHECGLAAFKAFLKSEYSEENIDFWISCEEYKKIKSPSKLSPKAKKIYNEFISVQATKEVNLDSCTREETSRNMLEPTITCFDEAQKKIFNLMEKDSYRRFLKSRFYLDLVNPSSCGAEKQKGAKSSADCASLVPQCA
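MLSMR compounds (23 nl, pin-transferred) preincubated 10 min at room temperature with a 500nM (2x) first reagent, then RGS4 at 900nM (2x) plus Transcreener GDP mix added; fluorescence polarization (620/688 nm) read before and after 90 min at 30 °C.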
USP1-UAF1 inh = USP1/UAF1 (human) deubiquitinase inhibition; O94782; recombinant USP1/UAF1, Ub-Rhodamine cleavage fluorescence; Potency, µM (top dose mostly 57.1 µM), inactives show at the top dose activity change, negative = inhibition, usual class: inhibitors; 390,000 compounds, 0.23% hits; AID 743255; further: on the % scale 0 is the no-effect control and ±100 the full control effect; nearly all actives have a fitted effect of over 60% in size; inactives centre near -12
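High-throughput fluorogenic screen: 1nM USP1/UAF1 complex, Ub-Rho substrate 150nM final, 50mM HEPES pH 7.8 with 0.5mM EDTA, 0.1 mg/ml BSA, 1mM TCEP and 0.01% Tween-20.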
RXFP1 agonist = RXFP1 (human) receptor agonism; HEK293T-RXFP1 cAMP TR-FRET, 30 min; response scale: percent of porcine relaxin response, buffer zero; Q9HBX9; Potency, µM (titrated, usually from 57.5 µM), for the others: at the top dose activation, actives largely listed as activators; 370,000 compounds, 0.3% hits; further: on the % scale 0 is the no-effect control and ±100 the full control effect; nearly all actives have a fitted effect of over 60% in size; many of its hits are not listed in these tables
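cAMP rise read by TR-FRET after 30 min, 37C compound exposure (up to 58 uM) in RXFP1-transfected HEK293 cells with Ro 20174 present. EC50 from Hill-equation fits, with 29 nM porcine relaxin as 100% and buffer as basal.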
Vif-APOBEC3G blk = Vif-A3G binding inhibition. 410,000 compounds, 0.076% hits. HeLa A3G-eYFP + Vif (tagged APOBEC3G with the HIV-1 protein that degrades it), YFP fluorescence, overnight. Q9HC16. Potency, µM (top dose mostly 46.1 µM), for inactives: at the top dose activity, negative = active, actives largely listed as inhibitors;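 further: on the % scale 0 is the no-effect control and ±100 the full control effect; nearly all actives have a fitted effect of over 60% in size; hits raise eYFP signal because A3G escapes Vif-driven loss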
Target sequence (Q9HC16 whole entry, looked up): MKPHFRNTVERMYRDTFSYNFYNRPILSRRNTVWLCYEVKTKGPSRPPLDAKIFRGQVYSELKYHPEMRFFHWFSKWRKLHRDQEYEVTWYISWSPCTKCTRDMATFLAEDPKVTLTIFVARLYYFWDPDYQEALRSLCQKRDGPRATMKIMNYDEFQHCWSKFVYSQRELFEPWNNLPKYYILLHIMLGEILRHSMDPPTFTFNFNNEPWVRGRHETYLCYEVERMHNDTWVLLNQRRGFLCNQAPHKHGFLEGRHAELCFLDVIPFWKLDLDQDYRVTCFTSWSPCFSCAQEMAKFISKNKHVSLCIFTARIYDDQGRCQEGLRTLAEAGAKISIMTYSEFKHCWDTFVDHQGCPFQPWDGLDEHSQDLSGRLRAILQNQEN
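HeLa cells stably expressing Vif and C-terminally eYFP-tagged A3G, seeded overnight at 37 deg C, then exposed to compound by pintool overnight at 37 deg C. Rise in yellow fluorescence (Ex 488/Em 500-530, Acumen) marks blocked Vif-driven A3G degradation.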
* = called active by the depositor; i = inactive; u = inconclusive; x = no result given; [ ] = remark or other dose. The call rests on the fitted dose curve; in most records, active means well fitted curve in the direction sought with a large enough effect; inconclusive means small, poorly fitted or top-dose-only effect, or another doubt; inactive means no such curve, though single readings can be large; an effect the other way counts as inactive or inconclusive. Potency means the concentration at half of the fitted maximal effect. A portion of the library; count on the stated rates, not on these rows.

SMILES	rTrxR1 inhibitor	Vif-A3F inh	12-LOX inh	TrxR1 substrate	IDH1 R132H inh	RGS4 inhibitor	USP1-UAF1 inh	RXFP1 agonist	Vif-APOBEC3G blk
O=C(Nc1ccc2nc(-c3ccc(Br)o3)[nH]c2c1)c1cccs1	16µM*	-2%	273%[activator]	-1%	7%	-34%	-22%	2.4%	u
C=CCN(c1ccc(C(=O)NCCc2ccccc2)cc1)S(C)(=O)=O	-3%	3%	0%	-5%	3%	-6%	-2%	-0.1%	1%
Clc1ncc2[nH]cnc2n1	19%[57.1 µM]	6%	5%	0%[57.1 µM]	2%	-14%	-11%	2.6%	2%
CCOC(=O)c1c(NC(=O)CS(=O)(=O)c2cn(CC)c3ccccc23)sc2c1CCCC2	-22%[57.1 µM]	-16%	-10%	7%[57.1 µM]	2%	12%	-12%	-1.0%	5%
COc1ccc(NC(=O)CN(C)CC(=O)NCC(=O)Nc2ccc(F)cc2)cc1	4%	2%	1%	0%	1%	-1%	-14%	0.0%	-2%
O=C(O)CCC(=O)NNC(=O)c1ccc(-c2ccccc2)cc1	9%	-36%	4%	3%	5%	3%	-10%	-0.1%	1%
CCCN(CC1CCCO1)C(=O)c1cc(COc2ccc(F)cc2F)on1 (stereo not drawn)	3%	-3%	i	1%	7%	-24%	-13%	-1.2%	1%
O=C(COc1cccc2cccnc12)N/N=C1\SCC(=O)N1CCc1ccccc1	20%[57.1 µM]	-12%	2%	4%[57.1 µM]	1%	6%	-18%	-0.5%	-3%
CCCC(C)c1nnc(NC(=O)CS(=O)(=O)Cc2ccccc2)s1 (stereo not drawn)	-18%	-1%	u	-4%	-3%	0%	-5%	0.5%	1%
CCNC(=S)N1CCC(C(=O)c2ccc(Cl)cc2)CC1	6%	1%	-23%	2%	0%	-31%	-19%	0.5%	1%
COc1ccc2[nH]c(=O)c(CN(CCc3cccc(C)c3)C(C)=O)cc2c1	8%	-2%	-10%	26%	0%	9%	-10%	3.0%	-1%
CCC(C)c1ccccc1OCCCN(C)Cc1ccccc1 (stereo not drawn)	4%[57.1 µM]	-11%	u	4%[57.1 µM]	12%	7%	-13%	0.2%	-4%
O=C(NCCN1CCCC1)c1ccc2c(=O)n(CCc3ccccc3)c(=O)[nH]c2c1	10%[57.1 µM]	4%	-12%	6%[57.1 µM]	3%	-11%	-19%	-0.1%	1%
O=C(Nc1ccnn1C1CCN(Cc2ccccc2OC(F)F)CC1)c1cccnc1	10%	11%	2%	-4%	-4%	70%[activator]	1%	-2.3%	3%
COc1ccc(-n2nc(C(=O)NCC(=O)NCCC3=CCCCC3)c3ccccc3c2=O)c(OC)c1	12%	-5%	u	4%	9%	9%	-4%	3.8%	-1%
Cc1cc(C(=O)NC2CCCc3c2cnn3-c2cccc(C)c2C)n(C)n1 (stereo not drawn)	5%	-12%	444%[activator]	5%	14%	-6%	-9%	5.3%	3%
COc1ccc(S(=O)(=O)N2CCC(C(=O)N3CCCC3)CC2)cc1C	25%	-10%	-19%	6%	-1%	8%	-10%	-3.0%	-6%
O=C(COC(=O)CN1C(=O)C2CCCCC2C1=O)Nc1c(Cl)cccc1Cl (stereo not drawn)	31%	-1%	241%[activator]	12%	-4%	-26%	-18%	0.5%	1%
O=C(NCCN1CCCCC1)c1ccc(Cn2c(SCc3cccc(F)c3)nc3cccnc32)cc1	2%	-6%	-13%	3%	17%	11%	-11%	4.3%	7%
Cc1ccc(CC2S/C(=C(/C#N)C(=O)NCc3ccco3)N(c3ccccc3)C2=O)cc1 (stereo not drawn)	2%	-9%	-25%	-6%	-2%	-31%	-12%	-0.1%	1%
CN(C)n1cnc2ccsc2c1=O	19%[57.1 µM]	6%	15%	3%[57.1 µM]	3%	-22%	0%	0.8%	3%
Cn1cnc(S(=O)(=O)Nc2cc(-c3ccc(Cl)cc3)nn2C)c1	31%	7%	5%	6%	1%	0%	-15%	8.1%	5%
CC(=O)c1ccc(S(=O)(=O)N(CCCO)Cc2cc3cc(C)ccc3[nH]c2=O)cc1	4%	6%	-9%	-5%	0%	-19%	18%	1.1%	1%
Cn1c(=O)cc(OCCCC(=O)Nc2cccnc2)c2ccccc21	16%	-8%	-14%	10%	7%	-25%	-12%	-2.7%	0%

The last 2 records of the part above are carried over, then new ones follow:
SMILES	rTrxR1 inhibitor	Vif-A3F inh	12-LOX inh	TrxR1 substrate	IDH1 R132H inh	RGS4 inhibitor	USP1-UAF1 inh	RXFP1 agonist	Vif-APOBEC3G blk
CC(=O)c1ccc(S(=O)(=O)N(CCCO)Cc2cc3cc(C)ccc3[nH]c2=O)cc1	4%	6%	-9%	-5%	0%	-19%	18%	1.1%	1%
Cn1c(=O)cc(OCCCC(=O)Nc2cccnc2)c2ccccc21	16%	-8%	-14%	10%	7%	-25%	-12%	-2.7%	0%
Cc1ccc(Nc2nc(N)nc(CSc3nccn3C)n2)c(C)c1	-4%[57.1 µM]	-6%	0%	6%[57.1 µM]	5%	-6%	3%	0.0%	0%
CCOC(=O)C1C2C=CC3(CN(C4CCCC4)C(=O)C13)O2 (stereo not drawn)	-11%	-1%	2%	-10%	-2%	1%[11.4 µM]	5%	0.4%	1%
COC(=O)COc1ccc(Oc2nc(NC(C)(C)C)nc(N3CCOCC3)n2)nn1	7%	-12%	-17%	1%	23%	-10%	-18%	0.3%	-2%
O=C(Nc1ccccc1OCc1cc(=O)n2ccccc2n1)c1ccccc1F	11%[57.1 µM]	-5%	-20%	0%[57.1 µM]	-8%	6%	-16%	9.0%	-5%
O=C(NCC1CCCO1)c1cc2cc(F)ccc2[nH]1 (stereo not drawn)	32%	9%	0%	37%[activator]	0%	-4%	-19%	-4.3%	4%
CC(=O)OC1CC(C)(C)N(OC(=O)c2ccccc2)C(C)(C)C1	-8%[57.1 µM]	-6%	0%	7%[57.1 µM]	9%	-3%	5%	0.0%	0%
COc1ccc(OC)c(NC(=O)COC(=O)CCNc2ccccc2OC)c1	-2%[2.29 µM]	-7%	u	-2%[2.29 µM]	3%	22%	-3%	x	1%
CC(C)CCOCc1nc2sc3c(c2c(=O)[nH]1)CCC(C)C3 (stereo not drawn)	6%	-3%	u	14%	2%	-14%	u	1.6%	2%
Cc1ccc(N2CC(C(=O)Nc3nc4ccc(S(C)(=O)=O)cc4s3)CC2=O)cc1 (stereo not drawn)	-6%	2%	1%	-8%	-2%	-39%	-24%	-1.0%	-9%
Cc1ccc(S(=O)(=O)N2CCN(Cc3ccccc3Cl)CC2)cc1	7%	-3%	u	-6%	13%	u	u	0.8%	-2%
COc1ccc(CC(=O)OCC(=O)NC(=O)NC23CC4CC(CC(C4)C2)C3)cc1	1%	-4%	u	0%	4%	-13%	-19%	-0.1%	2%
COc1ccc(NC(=S)NC(=O)c2cncc(Br)c2)cc1	u	u	u	2%	2%	-8%	u	x	3%
COc1ccccc1N1CCN(C(=O)c2cc(S(=O)(=O)N3CCCCC3)ccc2C)CC1	20%	-3%	-23%	8%	2%	3%	-15%	x	3%
C=CCn1c(O)c(N=Nc2ccccc2[N+](=O)[O-])c2ccccc21	x	-4%	-2%	x	-1%	x	-12%	x	-3%
CN1CCCN(C(=O)C2CCCCC2)CC1	2%[57.1 µM]	-12%	-12%	4%[57.1 µM]	8%	5%	1%	4.4%	0%

Structural class: the compounds so far with an aryl methoxy group.
SMILES	rTrxR1 inhibitor	Vif-A3F inh	12-LOX inh	TrxR1 substrate	IDH1 R132H inh	RGS4 inhibitor	USP1-UAF1 inh	RXFP1 agonist	Vif-APOBEC3G blk
COc1ccc(NC(=O)CN(C)CC(=O)NCC(=O)Nc2ccc(F)cc2)cc1	4%	2%	1%	0%	1%	-1%	-14%	0.0%	-2%
COc1ccc2[nH]c(=O)c(CN(CCc3cccc(C)c3)C(C)=O)cc2c1	8%	-2%	-10%	26%	0%	9%	-10%	3.0%	-1%
COc1ccc(-n2nc(C(=O)NCC(=O)NCCC3=CCCCC3)c3ccccc3c2=O)c(OC)c1	12%	-5%	u	4%	9%	9%	-4%	3.8%	-1%
COc1ccc(S(=O)(=O)N2CCC(C(=O)N3CCCC3)CC2)cc1C	25%	-10%	-19%	6%	-1%	8%	-10%	-3.0%	-6%
COc1ccc(OC)c(NC(=O)COC(=O)CCNc2ccccc2OC)c1	-2%[2.29 µM]	-7%	u	-2%[2.29 µM]	3%	22%	-3%	x	1%
COc1ccc(CC(=O)OCC(=O)NC(=O)NC23CC4CC(CC(C4)C2)C3)cc1	1%	-4%	u	0%	4%	-13%	-19%	-0.1%	2%
COc1ccc(NC(=S)NC(=O)c2cncc(Br)c2)cc1	u	u	u	2%	2%	-8%	u	x	3%
COc1ccccc1N1CCN(C(=O)c2cc(S(=O)(=O)N3CCCCC3)ccc2C)CC1	20%	-3%	-23%	8%	2%	3%	-15%	x	3%
